HT1080 IDH1KD tx = qHTS for induction of synthetic lethality in tumor cells producing 2HG: qHTS for the HT-1080-IDH1KD cell line; HT-1080 IDH1 knockdown viability, ATP luminescence, 48 h; Potency, µM (top dose mostly 46.1 µM), inactives show at the top dose activity, negative = toxicity, usual class: cytotoxic; 360,000 compounds, 2% hits;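 also: potency is read from the fitted curve at half-maximal effect; 0% = DMSO wells and -100% = cell-free medium wells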
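Using the IDH1-knockdown HT-1080 line run in the same batch and compound series as the NT line, viability after 48 h at 37 °C was determined by CellTiter-Glo luminescence and expressed as % activity.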
IL-1B inflam inh = qHTS for Inhibitors of Inflammasome Signaling: IL-1-beta AlphaLISA Primary Screen | THP-1 LPS/ATP IL-1B secretion, AlphaLISA, 16 h; active compounds read low | activity change, % at 57.5 µM | 360,000 compounds, 4.7% hits | AID 743279, 2014; in the data active = activity change below about -50%; inconclusive = mostly about -30% to -49%; also: % is scaled to controls: 0 for no effect and ±100 for the full control effect
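Secreted IL-1B measured by AlphaLISA bead assay after 16 h compound exposure of THP-1 cells; compounds (final up to 57.5 uM) added 1 h before LPS (250 ng/mL) and ATP (1.25 mM) stimulation; lower signal means less secretion.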
KB-V1 MDR tox = qHTS assay for MDR1-selective chemotherapeutics: Primary screen using the drug-selected MDR subline cells KB-V1. KB-V1 MDR cells viability, CellTiter-Glo, 72 h. Potency, µM (titrated, usually from 46.1 µM), for the others: top-dose activity change, negative = cytotoxicity, usual class: cytotoxic. 400,000 compounds, 3.4% hits. AID 1347076, 2019; also: potency is read from the fitted curve at half-maximal effect; % is scaled to controls: 0 for no effect and ±100 for the full control effect; nearly all actives have a fitted effect of over 60% in size
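Potencies derive from concentration-effect curves fitted to normalized luminescence (CellTiter-Glo) of KB-V1 cells treated for 72 h at 37 degrees C in phenol-red-free DMEM containing 10% FBS.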
KB-3-1 cytotox = qHTS assay for MDR1-selective chemotherapeutics: Primary screen using the parental adenocarcinoma cell KB-3-1 | KB-3-1 viability, CellTiter-Glo ATP luminescence, 72 h | Potency, µM (highest dose often 46.1 µM), for the others: at the highest dose activity change, negative = cytotoxic, actives largely listed as cytotoxic | 400,000 compounds, 1.4% hits; also: potency is read from the fitted curve at half-maximal effect; % is scaled to controls: 0 for no effect and ±100 for the full control effect; nearly all actives have a fitted effect of over 60% in size
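Cells are dispensed, compounds pinned in, plates held at 37 °C for 72 h, then CellTiter-Glo is added and luminescence read after 10 minutes. Cell line: parental KB-3-1 in phenol-red-free DMEM, 10% FBS.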
DRD3 antagonist = qHTS of D3 Dopamine Receptor Antagonist: qHTS; D(3) dopamine receptor (Homo sapiens), P35462; D3R cells, DiscoveRx beta-arrestin luminescence, antagonist mode; active compounds read low; max response, negative = inhibition, %; 360,000 compounds, 2.5% hits; AID 652054, 2013; in the data active = max response below about -50%; inconclusive = no clear call, values can overlap the other calls; also: % is scaled to controls: 0 for no effect and ±100 for the full control effect; mostly tested at two doses, the higher about 12 µM
Target sequence (P35462 whole entry, looked up): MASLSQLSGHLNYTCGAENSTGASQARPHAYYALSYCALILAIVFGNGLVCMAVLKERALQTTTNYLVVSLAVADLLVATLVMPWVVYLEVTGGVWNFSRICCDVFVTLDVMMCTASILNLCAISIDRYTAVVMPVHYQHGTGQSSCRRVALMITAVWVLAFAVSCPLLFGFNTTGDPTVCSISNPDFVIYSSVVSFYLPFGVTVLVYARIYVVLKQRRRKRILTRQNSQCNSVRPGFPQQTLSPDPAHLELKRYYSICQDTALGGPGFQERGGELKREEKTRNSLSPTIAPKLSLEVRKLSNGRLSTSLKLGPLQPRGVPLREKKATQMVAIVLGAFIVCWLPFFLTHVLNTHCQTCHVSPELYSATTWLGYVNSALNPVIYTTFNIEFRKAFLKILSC
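Cells expressing the human receptor were seeded at 1500 cells/well, incubated overnight at 37 degrees C in 5% CO2, then exposed to library compounds with dopamine controls for 90 minutes at 37 degrees C before luminescent detection.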
SW480 rereplic = A quantitative high throughput screen for small molecules that induce DNA re-replication in SW480 colon adenocarcinoma cells | 340,000 compounds, 1.8% hits | Potency, µM (top dose mostly 46.1 µM), without a hit: at the top dose re-replication activation, actives largely listed as activators | SW480 DNA re-replication, Hoechst DNA content imaging, 48 h | AID 624297, 2012; also: potency is read from the fitted curve at half-maximal effect; % of control where 0% means no effect; nearly all actives have a fitted effect of over 55% in size
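Image-based DNA-content assay: after two days of treatment, nuclei were labelled with the DNA dye Hoechst and imaged, and hits were compounds raising the count of nuclei showing high fluorescence intensity.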
DRD3 agonist = qHTS of D3 Dopamine Receptor Agonist: qHTS. D(3) dopamine receptor (Homo sapiens), P35462. D3R DiscoveRx beta-arrestin cells, luminescence, 90 min. max activation, %. 410,000 compounds, 0.58% hits; in the data active = max activation above about 30%; also: 0% is about no effect; mostly tested at two doses, the higher about 12 µM
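Agonist-mode cell screen: cells plated at 1500/well and incubated overnight at 37 °C, then exposed to library compounds for 90 min at 37 °C. Detection reagent was added for 30–60 min at room temperature, and luminescence was read.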
GLP-1R agonist = qHTS of GLP-1 Receptor Agonists; Glucagon-like peptide 1 receptor (Homo sapiens), P43220; HEK293 GLP-1R CRE-luciferase, luminescence, 4-6 h; cells express a hypersensitive GLP-1R form; Potency, µM (series often up to 45.6 µM), without a hit: top-dose activation, actives largely listed as activators; 380,000 compounds, 0.007% hits; also: potency is read from the fitted curve at half-maximal effect; % of control where 0% means no effect
Target sequence (P43220 whole entry, looked up): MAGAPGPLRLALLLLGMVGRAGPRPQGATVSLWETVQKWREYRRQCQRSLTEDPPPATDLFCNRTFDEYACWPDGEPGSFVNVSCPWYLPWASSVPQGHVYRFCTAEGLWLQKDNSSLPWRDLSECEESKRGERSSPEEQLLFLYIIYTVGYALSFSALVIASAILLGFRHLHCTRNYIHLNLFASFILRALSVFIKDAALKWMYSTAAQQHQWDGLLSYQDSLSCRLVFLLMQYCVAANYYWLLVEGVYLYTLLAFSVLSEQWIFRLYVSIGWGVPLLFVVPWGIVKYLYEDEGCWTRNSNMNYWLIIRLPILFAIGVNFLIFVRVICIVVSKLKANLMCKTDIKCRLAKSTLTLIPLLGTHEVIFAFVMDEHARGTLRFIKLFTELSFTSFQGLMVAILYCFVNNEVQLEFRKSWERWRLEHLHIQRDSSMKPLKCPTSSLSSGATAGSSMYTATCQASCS
HT1080-NT tox = qHTS for induction of synthetic lethality in tumor cells producing 2HG: qHTS for the HT-1080-NT fibrosarcoma cell line; HT-1080-NT fibrosarcoma viability, CellTiter-Glo ATP luminescence, 48 h; Potency, µM (top dose mostly 46.1 µM), for the others: at the top dose activity, negative = less viability, usual class: cytotoxic; 360,000 compounds, 1.6% hits; AID 686970, 2013;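 also: NT is the 2HG producing partner of a matched IDH1 knockdown line; potency is read from the fitted curve at half-maximal effect; 0% = DMSO-treated cells and -100% = media-only wells without cells; nearly all actives have a fitted effect of over 55% in size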
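A 48-hour cytotoxicity screen used HT-1080-NT cells plated 2 hours before compound delivery. ATP-based CellTiter-Glo luminescence measured viability, normalized to DMSO and no-cell controls.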
Numbers without * were called inactive; ? = inconclusive; . = no result given; [ ] = remark or other dose. Unless noted, calls follow the shape of the dose curve; as a rule, active = well fitted curve in the direction sought with a large enough effect; inconclusive = small, poorly fitted or top-dose-only effect, or another doubt; inactive = no such curve, though single readings can be large; an effect the other way counts as inactive or inconclusive.

Values run as follows: HT1080 IDH1KD tx	IL-1B inflam inh	KB-V1 MDR tox	KB-3-1 cytotox	DRD3 antagonist	SW480 rereplic	DRD3 agonist	GLP-1R agonist	HT1080-NT tox
1	O=C(CSc1ccc2ccccc2c1)NCCCN1CCCC1=O
 : -2.1%	12.1	39.0%	3.7%	6.4	4.9%	1.7	9.0%	3.5%
2	COc1ccc(C(=O)NC(C(=O)N2CCN(c3ccccc3O)CC2)C(C)C)cc1 (centres undefined)
 : -6.0%	-2.6	?	7.7%	2.5	-4.9%	18.2	-1.1%	-13.0%
3	O=C(Nc1cccc2c1CCCC2)c1ccccc1F
 : 11.8%	11.3	-9.5%	-0.3%	16.1	2.2%	0.9	1.8%	0.8%
4	Cc1c(C(=O)C(=O)N2CCN(C)CC2)c2ccccc2n1C
 : 0.8%	27.5	2.3%	-10.2%	-13.7	-6.2%	0.1	-2.7%	-0.3%
5	COc1ccc(C(=O)OCN2C(=O)c3ccccc3C2=O)cc1
 : 18.1%	42.8	4.3%	-5.4%	15.0	-3.7%	0.2	5.4%	6.1%
6	COc1ccc(C2c3[nH]c4ccccc4c3C[C@H]3C(=O)N(C4CCN(Cc5ccccc5)CC4)CC(=O)N23)c(OC)c1 (some centres undefined)
 : -1.0%	9.4	11.8%	-5.5%	-29.7	5.4%	-18.0	3.8%	-15.8%
7	O=C(CSc1nnc(C2CC2)n1Cc1ccccc1)Nc1cccnc1Cl
 : 3.2%	5.3	?	6.1%	8.2	-6.6%	0.3	6.2%	11.8%
8	CC1=CC2=NC(=O)/C(=C\c3cc(C)n(-c4cccc(Cl)c4)c3C)C(=N)N2O1
 : 4.2%	0.9	0.0%	-3.1%	-4.3	8.2%	-14.3	4.3%	6.4%
9	O=C(Nc1cccnc1)c1ccc(Cl)cc1[N+](=O)[O-]
 : 13.6%	0.0	4.6%	-3.2%	0.9	-0.1%	-2.6	-0.6%	9.0%
10	COc1ccc(S(=O)(=O)Nc2ccccc2OC)cc1NC(=O)c1cc2ccccc2oc1=O
 : 14.1%	20.9	2.9%	12.2%	29.7	-4.1%	1.9	0.2%	13.6%
11	C=CCn1c2c(c3ccccc31)CCC2
 : 9.8%	0.0	0.7%	1.0%	-10.5	.	-2.6	-7.3%	7.7%
12	CCc1ccccc1NC(=O)N1CCCC(CCC(=O)N(C)CCc2ccccn2)C1 (centres undefined)
 : 8.1%	12.6	-1.4%	0.2%	2.9	-0.1%	-2.1	-7.5%	10.0%
13	S=C(Nc1ccccc1Cl)Nc1ccc(Cl)cc1Cl
 : 15.4%	-10.4	10.5%	0.1%	25.0	-14.6%	3.2	-13.4%	9.7%
14	Cc1cccn2c(N)c(-c3ccccc3)nc12
 : 3.3%	10.1	-5.0%	-9.2%	14.7	-0.9%	2.7	1.3%	2.6%
15	COc1ccc(CCNC(=O)c2ccc3c(c2)NC(=O)C(N2CCOCC2)S3)cc1OC (centres undefined)
 : -1.0%	3.5	12.5%	-0.5%	6.3	-7.1%	3.9	3.3%	0.9%
16	C[C@H](CO)N1C[C@H](C)[C@@H](CN(C)Cc2ccc(-c3ccccc3)cc2)OCc2cnnn2CCCC1=O
 : 11.0%	16.9	?	7.6%	31.0	.	2.6	-3.6%	-9.9%
17	COc1ccc(Oc2cn[nH]c2-c2ccc(OC)cc2O)cc1
 : -25.5%	-82.8*	0.7%	-1.2%	-16.7	?	-2.9	20.8%	-7.8%
18	O=C(Cn1cnc2c(cnn2-c2ccccc2)c1=O)Nc1cc(S(=O)(=O)N2CCOCC2)ccc1Cl
 : -5.2%	14.3	-15.8%	-1.7%	0.0	0.3%	15.5	-16.2%	-4.9%
19	Nc1ccc(CCC(=O)N2CCCC2)cc1
 : 7.0%	35.3	0.8%	-1.3%	7.6	28.4%	-11.2	0.5%	6.9%
20	Cn1cnnc1SCC(C)(C)NS(=O)(=O)c1ccc(Cl)cc1
 : 3.1%	-8.4	-0.2%	0.5%	16.0	0.1%	-6.7	3.6%	0.3%
21	CCC(=O)Nc1ccc2c(c1)nc1n2CCN(C2CCCCC2)C1
 : 10.3%	19.1	?	9.4%	3.0	-0.1%	5.8	-0.1%	10.2%
22	Clc1ccc(Oc2nc(N3CCOCC3)nc(N3CCOCC3)n2)cc1
 : 8.5%	-14.9	-5.1%	10.3%	-26.2	-2.0%	3.5	-10.6%	12.4%
23	COc1ccc(N=Nc2nc3cc(Br)c(Br)cc3n2C)c(OC)c1
 : 0.4%	-23.1	-27.2%	3.9%	-17.6	-7.5%	-14.1	5.8%	-0.7%
24	CC(Sc1ccccc1)C(=O)NCCc1ccccc1 (centres undefined)
 : 8.8%	-1.6	1.5%	0.2%	-8.1	-14.0%	-4.7	2.1%	6.4%
25	Cc1c(-c2ccccc2)[n+](=O)c2c(n1[O-])CCCC2
 : 10.6%	3.2	24.6%	0.5%	0.8	?	1.1	1.3%	6.7%
26	O=C(Cc1ccc(Cl)cc1)Nc1ccccc1C(=O)N1CCCCC1
 : -2.6%	4.4	.	.	-19.5	-9.8%	-8.5	-5.5%	-2.9%
27	CCCCN1C[C@H](CSC)[C@@H](CC(=O)NC)C1=O
 : 5.6%	20.9	?	17.3%	-28.8	.	-2.4	5.3%	15.8%
28	CCOC(=O)Cc1csc(SCC(=O)NC2CCS(=O)(=O)C2)n1 (centres undefined)
 : -2.1%	24.5	-0.9%	0.0%	0.2	-16.9%	0.0	0.1%	-2.2%
29	Cc1ccc([C@H]2N[C@]3(CCCN(Cc4ccc(F)cc4)C3=O)[C@H]3C(=O)N(Cc4ccccc4)C(=O)[C@@H]23)cc1
 : -1.6%	-23.9	5.8%	-17.8%	-4.4	.	-5.2	-4.0%	-1.5%
30	CCOc1ccc(-c2c(C(=O)N/N=C/c3ccsc3)nnn2-c2nonc2N)cc1
 : ?	0.0	?	12.9%	9.7	?	5.1	3.8%	?

Further results
Values run as follows: HT1080 IDH1KD tx	IL-1B inflam inh	KB-V1 MDR tox	KB-3-1 cytotox	DRD3 antagonist	SW480 rereplic	DRD3 agonist	GLP-1R agonist	HT1080-NT tox
31	NC(N)=N/N=C(\N=Nc1ccccc1)c1cccc2cccnc12
 : ?	-13.4	0.0%	5.0%	-15.1	4.5%	-7.7	-2.2%	-0.2%
32	COc1cccc(-c2cc(-c3cccnc3)c(C#N)c(N)n2)c1
 : 4.2%	-7.7	14.0%	24.6%	-0.9	-14.7%	0.8	22.7%	4.4%
33	Cc1ccccc1SCC(=O)OCC(=O)Nc1ccc(N(C)C)cc1
 : 8.0%	2.7	?	30.2%	8.5	-15.8%	4.1	-1.0%	4.4%
34	CCOC(=O)CN1C(=O)N[C@@H](CCc2ccccc2)[C@@H](C(=O)OC)[C@H]1C
 : 5.1%	-5.4	-9.5%	3.4%	-14.9	-9.3%	-11.2	-6.0%	11.3%
35	CCc1ccc(NC(=S)N2CCCC(C(F)(F)F)C2)cc1 (centres undefined)
 : 24.7%	?	0.8%	-7.8%	-11.4	-0.8%	-12.0	15.7%	22.1%
36	Cc1cccc(OCC(=O)Nc2ccc(S(=O)(=O)N3CCN(C)CC3)cc2)c1
 : 9.6%	17.1	-20.1%	18.0%	-9.0	-1.0%[9.22 µM]	-2.5	-9.8%	4.2%
37	O=C(NCCCN1CCc2ccccc2C1)C1CCN(S(=O)(=O)N2CCCC2)CC1
 : 10.1%	34.6	-15.3%	1.1%	-79.8*	11.3%	-27.9	-0.8%	-2.3%
38	Cc1ccc(-c2cc3nc(C)cc(N4CCN(C(=O)c5ccoc5)CC4)n3n2)cc1
 : 2.4%	-19.7	-9.8%	14.7%	17.4	.	3.3	21.3%	4.8%
39	COC(=O)c1cc(NC(=O)c2cccs2)ccc1N1CCOCC1
 : 1.4%	-12.3	?	19.6%	-26.3	-5.1%	-2.7	6.8%	9.9%
40	CN(C)c1cc(Nc2ccc(O)cc2)c([N+](=O)[O-])c2nonc12
 : -2.2%	8.4	0.0%	-2.7%	-3.8	5.3%	-13.3	0.8%	-4.4%
41	CSc1ccc(/C=N/n2c(C3CCCCC3)n[nH]c2=S)cc1
 : ?	-61.9*	23.4%	-6.8%	0.0	?	-12.1	20.1%	?
42	CN(C)C(=O)c1c2c(nc3ccccc13)CCCC2
 : 18.5%	12.5	3.1%	-2.2%	6.2	-3.6%	-1.9	2.3%	5.0%

Entries of single compounds as entered above.
`Cc1cccc(OCC(=O)Nc2ccc(S(=O)(=O)N3CCN(C)CC3)cc2)c1` in the list: HT1080 IDH1KD tx = 9.6%; IL-1B inflam inh = 17.1; KB-V1 MDR tox = -20.1%; KB-3-1 cytotox = 18.0%; DRD3 antagonist = -9.0; SW480 rereplic = -1.0%[9.22 µM]; DRD3 agonist = -2.5; GLP-1R agonist = -9.8%; HT1080-NT tox = 4.2%
`CSc1ccc(/C=N/n2c(C3CCCCC3)n[nH]c2=S)cc1` in the list: HT1080 IDH1KD tx = ?; IL-1B inflam inh = -61.9*; KB-V1 MDR tox = 23.4%; KB-3-1 cytotox = -6.8%; DRD3 antagonist = 0.0; SW480 rereplic = ?; DRD3 agonist = -12.1; GLP-1R agonist = 20.1%; HT1080-NT tox = ?
`COC(=O)c1cc(NC(=O)c2cccs2)ccc1N1CCOCC1` in the list: HT1080 IDH1KD tx = 1.4%; IL-1B inflam inh = -12.3; KB-V1 MDR tox = ?; KB-3-1 cytotox = 19.6%; DRD3 antagonist = -26.3; SW480 rereplic = -5.1%; DRD3 agonist = -2.7; GLP-1R agonist = 6.8%; HT1080-NT tox = 9.9%

Source: PubChem (National Center for Advancing Translational Sciences (NCATS))

Compounds as they come. About 12% of those tested had a hit in this group.
